GRIN3A LBD mod – NR3A (human) ligand-binding domain modulation | NR3A LBD differential scanning fluorimetry, Tm shift; 0% = protein alone, 100% = glycine-bound protein | Tm shift relative to glycine control, % at 25 µM | hit rate 2.5% among 340,000;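 active means melting temperature shift of at least 10% of the positive control shift, at one fixed dose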
* = called active by the depositor.

| SMILES | GRIN3A LBD mod |
| --- | --- |
| C[C@H](CO)N1C[C@H](C)[C@@H](CN(C)CC2CC2)Oc2c(NC(=O)C3CC3)cccc2C1=O | -2 |
| CCN1CC=C2C(C#N)=C(N)C(C#N)(C#N)C(c3cc(Cl)ccc3Cl)C2C1 (stereo not drawn) | -3 |
| CC(C)CN1CCN(CCCOC(=O)Nc2cccc3ccccc23)CC1C (stereo not drawn) | 0 |
| O=[N+]([O-])c1ccc(NC(c2ccccc2)c2ccc3cccnc3c2O)cc1 (stereo not drawn) | -4 |
| O=C(O)Cn1nnc(-c2ccc(OCc3ccccc3)cc2)n1 | 0 |
| COc1cccc2c1C(=N)c1c(O)c3c(c(O)c1C2=O)CC(O)(C(C)=O)CC3OC1CC(N)C(O)C(C)O1 (stereo not drawn) | 0 |
| CC(NC(=O)c1ccc(N(C)C)cc1)C1CC2CCC1C2 (stereo not drawn) | 3 |
| COc1ccccc1-c1cccc([C@@H]2C[C@H]3[C@@H](CN2)CON3C)c1 | -1 |
| Cc1ccc(C)c(NC(=O)C(Sc2nnc(-c3cccs3)o2)c2ccccc2)c1 (stereo not drawn) | 2 |
| CCCC(=O)OCCNc1cc(Sc2nccn2C)c2nonc2c1[N+](=O)[O-] | -3 |
| Cc1ccccc1-c1cccc([C@@H]2C[C@H]3[C@H](CON3C)CN2C(=O)C(C)(C)C)c1 | 0 |
| O=C(Cc1cccc(NC(=O)C2CCCN(C(=O)C3CC3)C2)c1)Nc1ccc(C(=O)N2CCOCC2)cc1 (stereo not drawn) | 1 |
| Cc1ccc(S(=O)(=O)CCC(=O)OCC(=O)N(C)Cc2ccccc2)cc1 | 0 |
| Cc1cc(Br)ccc1NC(=O)CN(C)C(=O)c1cccc(S(=O)(=O)N2CCN(C)CC2)c1 | 1 |
| CCN(C(=O)COC(=O)/C=C/c1ccco1)c1c(N)n(Cc2ccccc2)c(=O)[nH]c1=O | 0 |

Reprinted from the part before: 5 entries, followed by the next part.
| SMILES | GRIN3A LBD mod |
| --- | --- |
| Cc1ccccc1-c1cccc([C@@H]2C[C@H]3[C@H](CON3C)CN2C(=O)C(C)(C)C)c1 | 0 |
| O=C(Cc1cccc(NC(=O)C2CCCN(C(=O)C3CC3)C2)c1)Nc1ccc(C(=O)N2CCOCC2)cc1 (stereo not drawn) | 1 |
| Cc1ccc(S(=O)(=O)CCC(=O)OCC(=O)N(C)Cc2ccccc2)cc1 | 0 |
| Cc1cc(Br)ccc1NC(=O)CN(C)C(=O)c1cccc(S(=O)(=O)N2CCN(C)CC2)c1 | 1 |
| CCN(C(=O)COC(=O)/C=C/c1ccco1)c1c(N)n(Cc2ccccc2)c(=O)[nH]c1=O | 0 |
| CC(C)C[C@@H](CN)NC(=O)c1nc[nH]c1C(=O)N[C@@H](C)C(=O)CNC[C@H](C)NC(=O)c1nc[nH]c1C(=O)N[C@@H](CC(=O)O)C(=O)O | 0 |
| Cc1cc(O)cc2c1C1CCC3(C)C(=O)CCC3C1C=C2 (stereo not drawn) | 1 |
| O=c1cc(Br)c(O)c(Br)cc1Br | 2 |
| OC1COC(c2ccccc2)OC1C(O)C1OC(c2ccccc2)OCC1O (stereo not drawn) | 0 |
| O=S(=O)(O)c1ccc2c(c1)C(C(Cl)(Cl)Cl)OC(C(Cl)(Cl)Cl)O2 (stereo not drawn) | -7 |
| Cn1c(=O)c2[nH]c(SCc3cccnc3)nc2n(C)c1=S | 0 |
| Cc1cccc(OCCC(=O)Nc2ccc(C)c(S(=O)(=O)N3CCCCC3)c2)c1 | -2 |
| Cn1c(=O)n(C)c2cc(CNc3ccc(N4CCOCC4)c(C(=O)O)c3)ccc21 | -1 |
| O=C(NC(C(=O)O)c1ccccc1)c1ccccc1 (stereo not drawn) | -7 |
| CCOC(=O)c1c(NC(=O)CN2CCN(S(=O)(=O)c3cc(Cl)ccc3Cl)CC2)sc(C(=O)N(C)C)c1C | 0 |
| Cc1ccc(C)c(OC2=NS(=O)(=O)c3ccccc32)c1 | 0 |
| C=C(C)COc1ccc2c(c1)CCC1C2CCC2(C)C(=O)C(=NO)CC12 (stereo not drawn) | -2 |
| CC(=O)Nc1ccc2c(c1)C(=Nc1ccc(C)cc1)c1ccccc1-2 | -16 |
| OCC1(CO)CCCC(CO)(CO)C1O | -10 |
| O=C(O)COc1ccc(NC(=O)c2ccc3c(c2)C(=O)N(C2CCCCC2)C3=O)cc1 | 2 |
| Nc1ccc2c(c1Cl)C(=O)c1ccc(N)c(Cl)c1C2=O | 5 |
| COc1ccc(C2C(C(C)=O)=C(O)C(=O)N2c2nccs2)cc1OC (stereo not drawn) | -5 |
| COc1ccc(C(=O)n2nc(-c3ccccc3)nc2SC)cc1 | 17* |
| Cc1ccc(C(C(=O)NCc2ccco2)N(CCc2ccccc2)C(=O)Cn2nnc3ccccc32)o1 (stereo not drawn) | 1 |
| O=C(O)c1ccccc1C(=O)Nc1ccc(Oc2cccc3ccccc23)cc1 | -14 |
| CCOc1cc(N2CCOCC2)c(OCC)cc1NC(=O)CN1C(=O)NC(CC)(c2ccc(F)cc2)C1=O (stereo not drawn) | 1 |
| Fc1ccc(C2=CC(c3ccc(Br)o3)n3ncnc3N2)cc1 (stereo not drawn) | -8 |
| CCCC(C)NC(=O)c1ccc(OCc2ccc(Cl)cc2)c(OC)c1 (stereo not drawn) | -2 |
| O=c1cc(-c2ccccc2)oc2ccc(Cl)cc12 | 14* |
| Cc1ccc2cccc(N=Cc3c(C)[nH]n(-c4ccccc4)c3=O)c2n1 | 5 |
| COc1cc(C=O)ccc1OCc1cn(CC(=O)c2ccc(O)cc2)nn1 | 3 |
| O=C(Cc1ccc(NC(=O)C2CCN(C(=O)C3CC3)CC2)cc1)Nc1ccc(C(=O)N2CCOCC2)cc1 | -3 |
| N#C/C(=C\c1ccc(Sc2ccc(Cl)cc2)o1)c1nc2ccccc2[nH]1 | 15* |
| COC(=O)c1ccc(COc2ccc3ccc(=O)oc3c2)o1 | -1 |
| Cc1ccc(NC(=O)CNC(=O)c2cccs2)cc1S(=O)(=O)Nc1ccc(Cl)cc1 | 12* |
| CC1(c2ccc3ccccc3c2)CCC(=O)O1 (stereo not drawn) | 0 |
| O=C(Nc1cccc(C(=O)N2CCCCC2)c1)C1CCCCC1 | 0 |
| Cc1nnc2c3ccccc3c(-c3cccc4ccccc34)nn12 | -1 |
| COc1ccc(C(=O)N/N=C(\c2ccccc2)c2ccccn2)cc1 | 0 |
| O=C(COc1cccc2ccccc12)NNC(=O)CSCCO | -4 |
| CCOC1=NC(=C(c2ccccc2)c2ccccc2)OC1=O | 2 |
| CCCCCCCCNS(=O)(=O)CCNC1CCCCC1 | 0 |
| Nc1nc(-c2cccnc2)nn1C(=O)c1ccccc1Cl | -1 |
| Nc1nc(CCOc2ccc(F)cc2)cs1 | 2 |
| CN(C)CCCN=c1cc(-c2ccccc2)oc2ccc(Cl)cc12 | 0 |
| Nc1cc2c(cc1Br)-c1ccccc1C2=NO | 31* |
| COC(=O)CN1C(=S)N(c2ccc(OC)cc2)C(=O)/C1=C/c1ccc(N2CCOCC2)cc1 | -2 |
| COc1ccc(S(=O)(=O)N2CCc3ccccc32)cc1C(=O)Nc1cc(S(C)(=O)=O)ccc1Cl | -1 |
| Cc1ccc(-n2c(SCC(=O)O)nc3sc4c(c3c2=O)CC(C)(C)SC4)cc1 | 1 |
| CCOC(=O)c1c(N/C=C(\C#N)c2nc(-c3ccc(OC(C)=O)cc3)cs2)sc2c1CCC2 | 2 |
| CC(C)N(C)C1=CC(=O)C(N(C)C(C)C)=CC1=O | -1 |
| COc1cc(OC)c(C(=O)NNC(=O)c2ccc(NS(=O)(=O)c3cccs3)cc2)cc1OC | 0 |
| O=C(Nc1ccccc1)SC1CCCCC1 | 4 |
| COc1ccc(C(=O)c2ccccc2C(=O)c2ccccc2)cc1 | 6 |
| O=C(O)C1C2OC(C(Br)C2Br)C1C(=O)O (stereo not drawn) | 2 |
| Cc1ncnc(N)c1CCCNc1ccccc1 | 1 |
| CC(Sc1ccc(Cl)cc1)C(=O)Nc1ccccc1-c1ccccc1 (stereo not drawn) | 0 |
| CN(CC(=O)Nc1cc(C(F)(F)F)ccc1-n1cncn1)Cc1ccccc1N1CCOCC1 | 3 |
| COc1cc2c3nc4n(c(=O)c3n(CC(=O)N3CCCC3)c2cc1OC)CCS4 | 0 |
| O=[N+]([O-])c1ccc2[nH]c(=S)sc2c1 | 2 |
| Cc1onc(-c2c(F)cccc2Cl)c1C(=O)OCC(=O)Nc1cccc(S(=O)(=O)N(C)C)c1 | -7 |
| Cc1ccc(C)c(NS(=O)(=O)c2ccc(NC(=O)c3ccco3)cc2)c1 | -12 |
| COc1ccc2nc(N=Nc3ccc(N(C)C)cc3)sc2c1 | -2 |
| CCOC(=O)c1c(C)c(C(=O)Nc2ccc3c(c2)OCCO3)c(C)n1CC | -1 |
| CCOC(=O)c1cc2c(c(CCO)n1)[C@H](CCO)N(S(=O)C(C)(C)C)C2 (stereo partly drawn) | 3 |

The list continues:
| SMILES | GRIN3A LBD mod |
| --- | --- |
| COCCNC(=S)N/N=C(\C)c1ccccc1O | 6 |
| CCN1C=C(C(C)=O)C(=O)CC1 | 0 |
| O=C1Nc2ccc(Br)cc2/C1=C/C(=O)c1ccccc1 | -20 |
| Cc1cc(CCNC=O)c(C)c2c1sc1ccccc12 | -8 |
| COc1ccc(C=C2SC(=S)NC2=O)c(OC)c1OC | -8 |
| Cc1cc2nc(-c3ccc(SCc4ccc(C(=O)O)cc4)nc3)[nH]c2cc1C | -9 |
| COC(=O)c1ccc(CSc2nc3c(cnn3-c3ccc(Cl)cc3)c(=O)[nH]2)o1 | 9 |
| O=C(Cn1ncc(Cl)c(Cl)c1=O)NCC1CCCCC1 | 1 |
| CCN1CCC(O)(C(C(=O)OC)c2ccccc2)CC1 (stereo not drawn) | -2 |
| O=C(CN1C(=O)S/C(=C\c2cc(Cl)c(O)c(Cl)c2)C1=O)Nc1ccccc1 | 12* |
| CCCC1OC(c2ccco2)OCC1CC (stereo not drawn) | -1 |
| OC(CSc1ccccc1)CN1CCN(c2ccccc2)CC1 (stereo not drawn) | 2 |
| O=C(NC(Cc1ccccc1)C(=O)Oc1ccc2c(C(F)(F)F)cc(=O)oc2c1)OCc1ccccc1 (stereo not drawn) | 14* |
| CC(NC(=O)OCc1ccccc1)C(=O)N1CC(O)CC1C(=O)O (stereo not drawn) | 3 |
| COc1ccc(C(OC(=O)c2ccco2)C(=O)NC(C)(C)C)cc1OC (stereo not drawn) | 4 |

Three compounds already listed, arranged by molar mass, low to high.
| SMILES | GRIN3A LBD mod |
| --- | --- |
| COc1ccc(C=C2SC(=S)NC2=O)c(OC)c1OC | -8 |
| O=C1Nc2ccc(Br)cc2/C1=C/C(=O)c1ccccc1 | -20 |
| CC(NC(=O)OCc1ccccc1)C(=O)N1CC(O)CC1C(=O)O (stereo not drawn) | 3 |

(continued)
| SMILES | GRIN3A LBD mod |
| --- | --- |
| COc1cc(Cl)cc(C(c2c(C(=O)O)[nH]c3ccccc23)c2c(C(=O)O)[nH]c3ccccc23)c1O | 22* |
| CCn1c2ccccc2c2cc(/C=C(/C#N)C(N)=S)ccc21 | 8 |
| CC1(C)c2ccccc2-c2nc3ccccc3cc2C1N1CCOCC1 (stereo not drawn) | 1 |
| Cc1ccc(C([O-])=C(C(=S)NCc2ccccc2)[n+]2cccc(CO)c2)cc1[N+](=O)[O-] | -8 |
| O=C(CCl)Nc1cc(SCC(O)CO)cc([N+](=O)[O-])c1 (stereo not drawn) | -1 |
| COC1=C(Nc2ccccc2)C(=O)C(OC)=C(Nc2ccccc2)C1=O | -1 |
| CCC12CSc3nc(Cl)ccc3N1C(=O)C(=O)N2C (stereo not drawn) | 1 |
| O=C(Oc1cccc2c(O)cccc12)c1ccco1 | 0 |
| O=S(=O)(O)c1cc(O)c2ccc(Nc3ccccc3)cc2c1 | -6 |
| Cc1ccccc1S(=O)(=O)NCc1cccnc1 | 1 |
| CCC(=O)Oc1ccc2c(C)cc(=O)oc2c1C(=O)c1ccccc1 | -4 |
| Cc1ccc(NC(=O)C(C)OC(=O)C2CC3CCCC(C2)C3=O)cc1S(=O)(=O)N1CCOCC1 (stereo not drawn) | 3 |
| CCOC(=O)N1CCN(c2cc(N(C)CCO)c([N+](=O)[O-])c3nonc23)CC1 | -4 |
| Cc1ccc(CN2CCNC(=O)C2CC(=O)NCCCn2ncc3ccccc32)o1 (stereo not drawn) | -1 |
| NC(=O)C1(N2CCCCC2)CCN(C(=S)Nc2ccc(Cl)cc2)CC1 | -1 |
| CCOc1ccc(-c2nnc3ccc(SCC(=O)N4CCN(c5ccccc5)CC4)nn23)cc1 | -1 |
| CCN(CC)c1ccc(/C=C2\C(=O)c3ccc(C(=O)O)cc3C2=O)cc1 | 5 |
| Cc1nnc(SCC(=O)N2CCC(C(=O)Nc3nccs3)CC2)n1Cc1ccccc1 | -2 |
| COc1ccc(CN(C)C(=O)Cc2c[nH]c3ccccc23)c(OC)c1OC | 1 |
| COc1ccc(C2C(C)C(=O)C(C)C(c3ccc(OC)cc3)N2N=O)cc1 (stereo not drawn) | 2 |
| O=C(Nc1ccc2c(c1)Cc1cc([N+](=O)[O-])ccc1-2)C(F)(F)F | 0 |
| Cn1c(=O)c2c(nc(Oc3ccccc3Br)n2C)n(C)c1=O | -1 |
| COCC(Cc1ccccc1)NC(=O)Cn1cc(C)c(=O)[nH]c1=O (stereo not drawn) | 0 |
| Cc1ccccc1NN=Nc1nc2c([nH]1)c(=O)n(C)c(=O)n2C | -2 |
| N#CC(=Nc1ccccc1)c1ccccc1 | -1 |
| CSC1(SC2=NCCN2)SC2(NCCN2)S1 | 1 |
| Cc1cs/c(=N\N=C\c2ccccc2)n1Cc1ccco1 | 4 |
| CC(=O)Nc1sc(/C(C#N)=C\c2cccc(Cl)c2)nc1-c1ccc(C)cc1 | -5 |
| CCc1n[n+](CC(=O)c2ccccc2)c(N)s1 | 2 |
| COC(=O)C(NNc1ccc(F)cc1)(NC(=O)c1ccccc1)C(F)(F)F (stereo not drawn) | 1 |
| CCCCC1(CC)SCC(=O)NC1=O (stereo not drawn) | 2 |
| Cc1nc2[nH]c(=S)[nH]c(=O)c2nc1C | 2 |
| N#Cc1ccccc1S(=O)(=O)N1CCN(C(=O)c2cccc(S(=O)(=O)N3CCCC3)c2)CC1 | -2 |
| COc1cc(CN(C)C(=O)C2CCN(S(=O)(=O)c3cccs3)CC2)ccc1OC(F)F | 1 |
| Cc1cccn2c(=O)c3cc(C#N)c(=N)n(Cc4cccnc4)c3nc12 | -1 |

Screening results: PubChem BioAssay, Sanford-Burnham Center for Chemical Genomics

Some of the compounds tested; the hit share may differ from the screen's.
